High-throughput results (PubChem BioAssay)
Pf Dd2 inh – P. falciparum Dd2 growth inhibition; activity change, % at 10 µM; SYBR Green, 72 h; active compounds read low; actives 2.3% (n = 94,000); in the data active = activity change below about -80%; inconclusive = no clear call, values can overlap the other calls
Tcruzi prolif – blocks T. cruzi growth in NIH3T3 culture; T. cruzi beta-gal in NIH3T3, GalScreen luminescence, 90 h; actives 5.9% (n = 77,000); inhibition, % at 8.34 µM;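 active = mean inhibition above about 93%, with at least 55% of replicates each passing it, limit read from the data, passing the limit was not always enough; inconclusive = only one of those two conditions holds; inactive = neither condition holds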
C diff HTS – C. difficile growth inhibition; Clostridium difficile clinical isolate growth, OD600, 24 h; active compounds read low; growth activity, negative = inhibition, % at 16 µg/mL (by protocol); actives 0.25% (n = 86,000); AID 1259249;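 active = mean growth activity at or below -80% and every replicate also at or below -80%; inconclusive = mean at or below -80% but some replicate above -80%; inactive = mean growth activity above -80%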;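 note: 0% = DMSO wells and -100% = levofloxacin 16 µg/mL wells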
GASC1 inh – KDM4C (human) demethylase inhibition. Q9H3R0. GST-KDM4C 2-372, H3K9me3 peptide, LANCE TR-FRET. inhibition, % at 12.5 µM. actives 0.15% (n = 96,000). AID 720574;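 active = mean replicate inhibition above about 25%, with at least 55% of replicates also reaching it, limit read from the data, passing the limit was not always enough; inconclusive = only one of those two conditions met; inactive = neither condition met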
Target sequence (Q9H3R0 2-372 limits assumed): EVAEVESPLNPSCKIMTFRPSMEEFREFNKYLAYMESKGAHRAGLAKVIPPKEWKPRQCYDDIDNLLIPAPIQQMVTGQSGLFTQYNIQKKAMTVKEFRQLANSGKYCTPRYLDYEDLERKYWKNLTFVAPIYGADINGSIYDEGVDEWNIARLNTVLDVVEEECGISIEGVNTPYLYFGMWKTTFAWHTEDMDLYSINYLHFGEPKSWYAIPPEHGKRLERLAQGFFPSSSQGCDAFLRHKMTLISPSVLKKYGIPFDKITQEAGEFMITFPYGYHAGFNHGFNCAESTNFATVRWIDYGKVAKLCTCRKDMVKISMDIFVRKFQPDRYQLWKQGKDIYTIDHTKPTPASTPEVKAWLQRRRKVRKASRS
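System – N-terminal GST-fused human GASC-1 (KDM4C) fragment, residues 2-372 · Input – enzyme final amount 10 nM · Technique – LANCE TR-FRET, Eu antibody, ULight-streptavidin, EDTA, ex 340 nm, em 618/671 nm · Medium – HEPES buffer, pH 7.5, plus ascorbate · Incubation – enzyme reaction 30 min, then detection 60 min, both room temperature · Reagent – H3K9me3 peptide with Fe(II)/2OG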
Numbers without * were called inactive; u = inconclusive; x = not tested or not shown; & = joins results of further samples.

(1) CCCNC(=O)[C@H]1[C@H](CO)[C@H]2Cn3c(ccc(-c4cncnc4)c3=O)[C@H]2N1C(=O)c1ccccc1F
(2) CO[C@@H]1CN(C)C(=O)c2ccc(NC(=O)CC(F)(F)F)cc2OC[C@H](C)N(C(=O)C2CC2)C[C@H]1C
(3) Cn1cnc(S(=O)(=O)N[C@@H]2C=C[C@@H](CC(=O)NCC3CCCCC3)O[C@@H]2CO)c1
(4) CCCNC(=O)NC[C@@H]1[C@@H](c2ccc(C3=CCCCC3)cc2)[C@H](CO)N1C(C)=O
(5) CCCNC(=O)N(C)C[C@@H]1Oc2ncc(-c3ccccc3)cc2C(=O)N([C@H](C)CO)C[C@@H]1C
(6) Cn1cnc(S(=O)(=O)N[C@H]2CC[C@@H](CC(=O)Nc3ccccc3)O[C@H]2CO)c1
(7) C[C@@H]1CCCCO[C@@H](CN(C)S(=O)(=O)c2ccccc2)[C@@H](C)CN([C@@H](C)CO)C(=O)c2cc(NS(=O)(=O)c3ccc(F)cc3)ccc2O1
(8) CN1C(=O)c2cc(NS(=O)(=O)c3ccccc3F)ccc2OC[C@H]2O[C@H](CC(=O)NC3Cc4ccccc4C3)CC[C@H]21

assay / compound,1,2,3,4,5,6,7,8
Pf Dd2 inh,9,19,12,-18,54,x,-64,x
Tcruzi prolif,54,x,x,21,-21,x,85,3
C diff HTS,3,5,-1,8,3,-1,-4,-3
GASC1 inh,2.5,0.1,-1.7,1.7,-0.9,-0.6,-0.7,2.9

Individual results from the entries so far.
compound 2 in GASC1 inh is listed with 0.1
compound 4 in Tcruzi prolif is listed with 21

Next part
(9) C[C@@H]1CN([C@H](C)CO)C(=O)Cc2cc(NC(=O)CCC(F)(F)F)ccc2O[C@H]1CN(C)Cc1ccncc1
(10) C[C@@H]1CN([C@H](C)CO)C(=O)c2cc(NS(=O)(=O)c3cccs3)ccc2O[C@@H](C)CCCCO[C@@H]1CN(C)Cc1ccc(C(=O)O)cc1
(11) C[C@H]1CN([C@@H](C)CO)C(=O)c2c(c3ccccc3n2C)-c2ccccc2CO[C@@H]1CN(C)S(=O)(=O)c1ccc(C(F)(F)F)cc1
(12) CC(C)NC(=O)N(C)C[C@H]1Oc2ncc(-c3ccccc3F)cc2C(=O)N([C@H](C)CO)C[C@@H]1C
(13) CN1C(=O)c2cc(NC(=O)C3CCC3)ccc2OC[C@@H]2O[C@@H](CC(=O)NCCc3ccncc3)CC[C@@H]21
(14) CO[C@@H]1CN(C)C(=O)c2cc(NS(=O)(=O)CC(F)(F)F)ccc2OC[C@H](C)N(Cc2ccccn2)C[C@@H]1C
(15) COc1ccccc1S(=O)(=O)N[C@@H]1CC[C@@H](CCNC(=O)C2CCOCC2)O[C@@H]1CO
(16) COc1ccc(S(=O)(=O)N(C)C[C@H]2Oc3ccc(NC(=O)Nc4ccc(C(F)(F)F)cc4)cc3C(=O)N([C@H](C)CO)C[C@H]2C)cc1

assay / compound,9,10,11,12,13,14,15,16
Pf Dd2 inh,4,-21,u,2,5,20,18,-18
Tcruzi prolif,17,3,x,-19,x,58,-26,u
C diff HTS,-6,5,2,-4,0,x,-4,8
GASC1 inh,-0.1,1.4,-1.3,-1.7,-1.7,1.9,0.7,-2.8

(17) Cc1noc(C)c1S(=O)(=O)Nc1ccc2c(c1)C(=O)N([C@@H](C)CO)C[C@H](C)[C@H](CN(C)Cc1ccc(C(=O)O)cc1)OCCCC[C@@H](C)O2
(18) C[C@@H]1CN([C@H](C)CO)S(=O)(=O)c2ccc(-c3cncnc3)cc2O[C@@H]1CN(C)C(=O)Cc1ccccc1
(19) O=C(N[C@H]1CC[C@@H](CCn2cc(Cc3ccccc3)nn2)O[C@H]1CO)c1ccccn1
(20) C[C@H](CO)N1C[C@H](C)[C@@H](CN(C)Cc2ccc(Cl)c(Cl)c2)Oc2c(NS(=O)(=O)c3ccccc3)cccc2C1=O
(21) C[C@@H]1CCCCO[C@H](CN(C)S(=O)(=O)c2ccccc2)[C@@H](C)CN([C@@H](C)CO)C(=O)c2cc(NC(=O)Nc3cccc4ccccc34)ccc2O1
(22) CCC(=O)N1CC[C@@H]2[C@H](CO)Nc3ccc(C#Cc4ccccc4F)cc3[C@@H]21
(23) C[C@@H]1CN([C@H](C)CO)C(=O)c2cc(Br)cnc2O[C@H]1CN(C)C(=O)C1CCC1
(24) C[C@H](NC(=O)C[C@@H]1C[C@H]2c3cc(NC(=O)C4CCOCC4)ccc3O[C@H]2[C@@H](CO)O1)c1ccccc1

assay / compound,17,18,19,20,21,22,23,24
Pf Dd2 inh,6,-4,-20,-4&-40,-64,6,14,22
Tcruzi prolif,34,x,33,45&77,75,65,-28,-72
C diff HTS,-28,1,-4,16&11,0,-13,x,x
GASC1 inh,1.6,2.4,2.1,x,-1.1,-0.8,0.0,1.0

3 entries already listed, ordered by number of heavy atoms, ascending.
(22) CCC(=O)N1CC[C@@H]2[C@H](CO)Nc3ccc(C#Cc4ccccc4F)cc3[C@@H]21
(18) C[C@@H]1CN([C@H](C)CO)S(=O)(=O)c2ccc(-c3cncnc3)cc2O[C@@H]1CN(C)C(=O)Cc1ccccc1
(17) Cc1noc(C)c1S(=O)(=O)Nc1ccc2c(c1)C(=O)N([C@@H](C)CO)C[C@H](C)[C@H](CN(C)Cc1ccc(C(=O)O)cc1)OCCCC[C@@H](C)O2

assay / compound,22,18,17
Pf Dd2 inh,6,-4,6
Tcruzi prolif,65,x,34
C diff HTS,-13,1,-28
GASC1 inh,-0.8,2.4,1.6

New compounds follow
(25) COc1ccc2c3c([nH]c2c1)[C@H](CO)N(C(=O)CN(C)C)CC31CCN(Cc2ccncc2)CC1
(26) COc1cccc(-c2cnc3c(c2)C(=O)N([C@@H](C)CO)C[C@H](C)[C@@H](CN(C)C(=O)Nc2ccccc2F)O3)c1
(27) O=C(C[C@H]1CC[C@H](NC(=O)Nc2cccc(F)c2)[C@@H](CO)O1)NCC1CCCCC1
(28) C[C@@H]1CN([C@H](C)CO)C(=O)c2cccc(NS(=O)(=O)c3ccc(F)cc3)c2O[C@H]1CN(C)C(=O)Nc1ccc2c(c1)OCO2
(29) C[C@@H]1CN([C@H](C)CO)C(=O)c2cc(NC(=O)C3CC3)ccc2O[C@@H]1CN(C)Cc1ccc(-c2ccccc2)cc1
(30) CO[C@H]1CN(C)C(=O)c2ccc(NC(C)=O)cc2OC[C@@H](C)N(C(=O)c2cnccn2)C[C@@H]1C
(31) Cc1noc(C)c1NC(=O)N(C)C[C@H]1OCCCC[C@H](C)Oc2ccc(NC(=O)c3ccccc3)cc2C(=O)N([C@@H](C)CO)C[C@@H]1C
(32) CC1C=NC(S(=O)(=O)N2CC[C@H]3[C@@H](CO)N(C)c4ccc(-c5ccc(F)cc5)cc4[C@H]32)=N1 (some centres not stated)

assay / compound,25,26,27,28,29,30,31,32
Pf Dd2 inh,-56,-32,9,-23,31,x,-8,-19
Tcruzi prolif,x,54,x,61,41,3,16,67
C diff HTS,8,-1,-4,-2,-8,x,x,-1
GASC1 inh,1.6,1.5,-0.9,-0.1,2.2,-1.3,-2.5,-0.1

A second format for some results above:
Results follow in this order: Pf Dd2 inh	Tcruzi prolif	C diff HTS	GASC1 inh
(32) CC1C=NC(S(=O)(=O)N2CC[C@H]3[C@@H](CO)N(C)c4ccc(-c5ccc(F)cc5)cc4[C@H]32)=N1 (some centres not stated)
    -19	67	-1	-0.1
(29) C[C@@H]1CN([C@H](C)CO)C(=O)c2cc(NC(=O)C3CC3)ccc2O[C@@H]1CN(C)Cc1ccc(-c2ccccc2)cc1
    31	41	-8	2.2
(28) C[C@@H]1CN([C@H](C)CO)C(=O)c2cccc(NS(=O)(=O)c3ccc(F)cc3)c2O[C@H]1CN(C)C(=O)Nc1ccc2c(c1)OCO2
    -23	61	-2	-0.1
(25) COc1ccc2c3c([nH]c2c1)[C@H](CO)N(C(=O)CN(C)C)CC31CCN(Cc2ccncc2)CC1
    -56	x	8	1.6

The results go on:
(33) COc1ccccc1NC(=O)N[C@@H]1CC[C@H](CC(=O)N2CCC(Cc3ccccc3)CC2)O[C@H]1CO
(34) C[C@H]1CN([C@@H](C)CO)C(=O)Cc2cc(NC(=O)C3CC3)ccc2O[C@@H]1CN(C)CC1CC1
(35) CC(=O)N1CC2(C1)[C@H](c1ccccc1)[C@H](CO)N2Cc1cccc(Cl)c1
(36) C[C@H](CO)N1C[C@H](C)[C@H](CN(C)S(=O)(=O)c2ccc(C#N)cc2)Oc2ncc(C#CC(C)(C)O)cc2C1=O
(37) C[C@@H]1CN([C@H](C)CO)C(=O)CCCn2nncc2CO[C@@H]1CN(C)C(=O)Nc1ccc(N2CCCCC2)cc1
(38) COc1ccc2c3c([nH]c2c1)[C@@H](CO)N(C(=O)Nc1ccc(F)cc1)CC31CCN(S(=O)(=O)c2cccs2)CC1
(39) O=C(Nc1ccccc1F)N1CCCCN2[C@H](CO)[C@@H](c3ccc(C#Cc4ccccc4)cc3)[C@H]2C1
(40) C[C@H]1CN([C@@H](C)CO)C(=O)c2cc(Br)cnc2O[C@@H]1CN(C)C(=O)Nc1ccc(F)cc1

assay / compound,33,34,35,36,37,38,39,40
Pf Dd2 inh,7,20,-21,15,-12&-56,-38,-72,31
Tcruzi prolif,x,21,x,118,7&10,x,89,-127
C diff HTS,7,1,8,2,2,-6,9,2
GASC1 inh,0.7,-0.8,-1.5,-0.2,-0.3,-1.3,-1.1,0.1

(41) CO[C@@H]1CN(C)C(=O)c2ccc(NS(=O)(=O)CC(F)(F)F)cc2OC[C@@H](C)N(C(=O)NC(C)C)C[C@H]1C
(42) COc1ccc(NC(=O)Nc2ccc3c(c2)CC(=O)N([C@@H](C)CO)C[C@H](C)[C@@H](CN(C)Cc2ccc(C(=O)Nc4ccccc4N)cc2)O3)cc1
(43) COc1ccccc1-c1cnc2c(c1)C(=O)N([C@H](C)CO)C[C@@H](C)[C@@H](CN(C)C(=O)CC1CC1)O2
(44) CCS(=O)(=O)N1CC(=O)N2[C@H](CO)[C@@H](c3ccc(-c4ccc(C)cc4)cc3)[C@H]2C1
(45) Cc1ccc(S(=O)(=O)N(C)C[C@@H]2OCCCC[C@@H](C)Oc3ccc(NC(=O)C4CCCCC4)cc3C(=O)N([C@@H](C)CO)C[C@H]2C)cc1
(46) CCCNC(=O)C[C@@H]1CC[C@H]2[C@H](COc3ccc(NS(=O)(=O)CC)cc3C(=O)N2C)O1
(47) COc1ccc2c3c(n(C)c2c1)[C@@H](CO)NCC31CN(C(=O)CC2CC2)C1
(48) C[C@H](CO)N1C[C@H](C)[C@@H](CN(C)Cc2ccc(-c3ccccc3)cc2)Oc2ccc(NS(C)(=O)=O)cc2C1=O

assay / compound,41,42,43,44,45,46,47,48
Pf Dd2 inh,x,-88*,21,0,-62,6,-3,16
Tcruzi prolif,46,x,-17,x,81,-1,x,x
C diff HTS,x,-2,3,-19,x,9,14,-4
GASC1 inh,-0.5,-1.5,-0.3,-2.4,-0.1,-0.2,0.1,0.8

(49) COc1ccccc1-c1cn(CC[C@@H]2CC[C@H](NC(=O)C3CCOCC3)[C@H](CO)O2)nn1
(50) COCC(=O)Nc1ccc2c(c1)C(=O)N(C)[C@@H]1CC[C@@H](CC(=O)NCC3CC3)O[C@@H]1CO2
(51) CN(C)C(=O)[C@@H]1[C@@H](CO)[C@@H]2Cn3c(ccc(C4=CCCCC4)c3=O)[C@@H]2N1C(=O)c1ccccc1F
(52) COc1cccc(C#Cc2ccc([C@H]3[C@@H](CO)N(C(=O)C4CCC4)[C@H]3C#N)cc2)c1
(53) COc1ccc(-c2ccc3c(c2)O[C@@H](CN(C)C(C)=O)[C@@H](C)CN([C@H](C)CO)S3(=O)=O)cc1
(54) COc1ccc(S(=O)(=O)N(C)C[C@H]2Oc3ccc(NC(=O)Nc4c(C)noc4C)cc3C(=O)N([C@H](C)CO)C[C@@H]2C)cc1
(55) CN(C)CC(=O)N[C@@H]1CC[C@@H](CCNS(=O)(=O)c2ccccc2)O[C@@H]1CO
(56) N#C[C@@H]1[C@@H](c2ccc(C3=CCCCC3)cc2)[C@@H](CO)N1S(=O)(=O)c1ccccc1
(57) Cc1ccccc1-c1cnc2c(c1)C(=O)N([C@@H](C)CO)C[C@@H](C)[C@@H](CN(C)C(=O)c1ccc(F)cc1)O2

assay / compound,49,50,51,52,53,54,55,56,57
Pf Dd2 inh,0,4,4,-86*,-21,23,10,-38,-39
Tcruzi prolif,-20,29,-21,87,-12,31,x,96*,x
C diff HTS,x,4,-2,-1,-8,-4,-4,9,5
GASC1 inh,-0.4,3.6,2.9,-2.7,0.0,-1.8,0.9,1.7,-1.4
